# Compound activity deposited in PubChem BioAssay by National Center for Advancing Translational Sciences (NCATS).
# MLL CXXC-DNA inh – qHTS Fluorescence Polarization Assay for Inhibitors of MLL CXXC domain - DNA interaction; Histone-lysine N-methyltransferase 2A (Homo sapiens), Q03164; MLL-CXXC / FITC-HOXA9 DNA fluorescence polarization; Potency, µM (titrated, usually from 115 µM), for inactives: at the highest dose activity change, negative = inhibition, most hits filed as inhibitors; 0.037% of 290,000 active; AID 2662, 2010; active means well fitted inhibition curve with a large enough effect in the polarisation, with a control signal flat, not every such curve was filed as active; inconclusive means small, poorly fitted or top-dose-only effect, or effect the other way, or a change in a side signal; inactive means no such curve, though single readings can be large or run the other way; the % refers to the polarisation; further: potency means the concentration at half of the fitted maximal effect
#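 Purified MLL-CXXC (added from a 7 uM solution) was preincubated 5 min at ambient with pinned compounds in 50 mM Tris-HCl pH 7.5, 50 mM NaCl, 1 mM DTT, 0.05% BSA. Fluorescein-labeled HOX-A9 DNA (50 nM solution) followed, 30 min, then polarization read.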
# Integrin act MD – qHTS for Activators of Integrin-Mediated Alleviation for Muscular Dystrophy | alpha7betagal myoblasts, beta-gal FDG fluorescence, 48 h | Potency, µM (top dose mostly 38.3 µM), inactives show at the top dose activation, most hits filed as activators | 0.064% of 350,000 active | AID 624291, 2012;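 further: potency means the concentration at half of the fitted maximal effect; 100% = response of the positive control SU9516; nearly all actives have a fitted effect of over 60% in size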
#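 alpha7betagal+/- myoblasts (passage 13, 250/well) treated 48 h at 37C with compounds at 1:260 dilution of DMSO stock. Lysed, then beta-galactosidase activity read as FDG fluorescence (ex 480/em 540) after 30 min, with pre-read for autofluorescence.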
# ASM inhibitor – Inhibitors of Secretory Acid Sphingomyelinase (S-ASM): qHTS. Sphingomyelin phosphodiesterase (Homo sapiens), P17405. Potency, µM (top dose mostly 57.5 µM), inactives show at the highest dose activity change, negative = inhibition, most hits filed as inhibitors. 0.006% of 340,000 active. placental ASM, HMU-PC fluorogenic substrate, 60 min; further: potency means the concentration at half of the fitted maximal effect
#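 Fluorogenic HMU-PC substrate (9 uM final) is turned over by placental ASM in 60 min at 37 C after a 10 min compound preincubation. Reaction ended by alkaline stop (pH 10), with fluorescence read at 386/447 nm.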
# KCNH2 3.1 block – qHTS for Inhibitors of KCHN2 3.1: Mutant qHTS | activity change, % (tested at about 1.8 µM) | U2OS KCNH2 3.1, thallium flux FluxOr; hits give low values | Potassium voltage-gated channel subfamily H member 2, brain isoform KCNH2 3.1 (human) | 0.95% of 340,000 active;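 active means maximum activity change below -70%; inconclusive means maximum activity change from -70% to -50%; inactive means maximum activity change above -50%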;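 further: thallium influx rate constant from kinetic fluorescence after stimulation buffer; on the % scale 0 is the no-effect control and ±100 the full control effect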
#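 Measured as rate of thallium-driven FluxOr signal in transduced U2OS cells carrying the 3.1 channel, read kinetically for 2 min upon stimulation; values are rate constants scaled to DMSO control wells.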
# FBPA coupling cs – qHTS Assay for Inhibitors of Fructose-1,6-bisphosphate Aldolase from Giardia Lamblia: Coupling assay counterscreen; 0.67% of 290,000 active; coupling enzyme system counterscreen, AmpLite Red fluorescence; AID 2472, 2010; activity change, negative = inhibition, % at 58.2 µM, hits read low; in the data active means activity change below about -30%; further: on the % scale 0 is the no-effect control and ±100 the full control effect
#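 Coupling enzymes only (glyceraldehyde-3-phosphate) + compound, at 57.5 uM final, 10 min RT; add substrate/coupling/AmpLite Red mix, 20 min RT; fluorescence ex 525/em 598 nm. Actives flag coupling-system interference.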
# GALK inh – qHTS Assay for Inhibitors of Human Galactokinase (GALK); P51570; 0.007% of 270,000 active; AID 1868, 2009; Potency, µM (highest dose often 57.5 µM), without a hit: top-dose activity change, negative = inhibition, usual class: inhibitors; Purified GALK, Kinase-Glo residual ATP luminescence; further: potency means the concentration at half of the fitted maximal effect; on the % scale 0 is the no-effect control and ±100 the full control effect
# Target sequence (P51570 whole entry, looked up): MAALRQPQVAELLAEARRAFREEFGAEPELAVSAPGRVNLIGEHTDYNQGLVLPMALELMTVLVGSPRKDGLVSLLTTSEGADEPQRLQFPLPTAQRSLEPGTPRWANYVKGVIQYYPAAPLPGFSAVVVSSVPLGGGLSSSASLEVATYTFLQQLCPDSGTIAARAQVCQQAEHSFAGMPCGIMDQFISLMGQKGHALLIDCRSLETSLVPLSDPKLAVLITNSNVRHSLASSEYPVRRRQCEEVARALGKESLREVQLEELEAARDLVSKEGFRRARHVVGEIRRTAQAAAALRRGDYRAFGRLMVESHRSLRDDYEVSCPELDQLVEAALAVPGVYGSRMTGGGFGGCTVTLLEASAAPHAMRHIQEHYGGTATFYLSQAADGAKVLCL
#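 Quantitative HTS: GALK 5 nM, ATP 35 uM, galactose 100 uM, 1 h room temperature, then luciferase-based ATP detection.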
# MBNL1 CUG block – qHTS Assay for Inhibitors of MBNL1-poly(CUG) RNA binding | Muscleblind-like protein 1 (Homo sapiens), Q9NR56 | TR-FRET MBNL1-His/biotin-(CUG)12 binding, 665/545 ratio | Potency, µM (doses to about 57.5 µM), for inactives: top-dose activity change, negative = inhibition, most hits filed as inhibitors | 0.036% of 280,000 active | AID 2675, 2010; active means well fitted inhibition curve with a large enough effect in the signal ratio, with a control signal flat, not every such curve was filed as active; inconclusive means small, poorly fitted or top-dose-only effect, or effect the other way, or a change in a side signal; inactive means no such curve, though single readings can be large or run the other way; the % refers to the signal ratio; further: potency means the concentration at half of the fitted maximal effect; on the % scale 0 is the no-effect control and ±100 the full control effect
# Target sequence (Q9NR56 whole entry, looked up): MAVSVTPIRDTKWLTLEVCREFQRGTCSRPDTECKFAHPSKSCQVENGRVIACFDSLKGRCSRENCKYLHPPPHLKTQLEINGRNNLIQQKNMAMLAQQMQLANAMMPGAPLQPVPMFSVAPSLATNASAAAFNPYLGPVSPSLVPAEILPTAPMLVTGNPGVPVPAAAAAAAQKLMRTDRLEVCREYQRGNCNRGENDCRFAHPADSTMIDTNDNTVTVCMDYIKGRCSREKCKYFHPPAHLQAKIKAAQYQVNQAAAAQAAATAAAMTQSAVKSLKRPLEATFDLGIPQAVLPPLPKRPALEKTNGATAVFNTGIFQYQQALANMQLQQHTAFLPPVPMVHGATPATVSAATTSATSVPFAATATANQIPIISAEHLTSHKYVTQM
#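 Inhibition of protein-RNA binding appears as loss of TR-FRET between terbium anti-His antibody on MBNL1-His and streptavidin-XL665 on biotin-(CUG)12. Activity is normalized to buffer-only and uninhibited-complex controls.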
# AT treatment – qHTS Assay for Identifying a Potential Treatment of Ataxia-Telangiectasia | […] A-T fibroblasts, KAP-1 phosphorylation AlphaLISA; neocarzinostatin DNA damage 30 min before lysis | Potency, µM (doses to about 57.5 µM), without a hit: at the top dose activation, hits mostly activators | 0.19% of 320,000 active; further: potency means the concentration at half of the fitted maximal effect; % of control where 0% means no effect; nearly all actives have a fitted effect of over 45% in size
#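 ATM-like activity read as KAP-1 phosphorylation via AlphaLISA donor/acceptor antibody pairs after lysis and 6 hr at 25C. Cells were ATM-null patient fibroblasts ([…], hTERT), dosed 60 min, then exposed to the DSB inducer NCS for 30 min.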
# KCNH2 WT inh – qHTS for Inhibitors of KCHN2 3.1: Wildtype qHTS | Voltage-gated inwardly rectifying potassium channel KCNH2 (Homo sapiens), Q12809 | U2OS, BacMam KCNH2, thallium flux FluxOr; hits give low values | activity change, % at 1.84 µM | 0.37% of 340,000 active | AID 720551, 2013;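 active means maximum activity change below -70%; inconclusive means maximum activity change between -70% and -50%; inactive means maximum activity change above -50%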; further: on the % scale 0 is the no-effect control and ±100 the full control effect
#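 U2OS cells were transduced with wild-type KCNH2 virus (2.03 x 10^8 / mL) for 4 h at room temperature, then cultured overnight at 37 C. Thallium flux was read with FluxOr dye. Rate constants were normalized to DMSO controls.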
# TRPV1 ag – HTS Assay for Compounds that Act as Agonists of the Vanilloid Receptor 1; Transient receptor potential cation channel subfamily V member 1 (Homo sapiens), Q8NER1; TRPV1-expressing cells, Fluo-8 calcium influx, agonist mode; AID 540275, 2011; 0.19% of 320,000 active; activation, % at 8.33 µM; in the data active means activation above about 80%; inconclusive means between about 30% and that limit; further: 0% is about no effect
#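 TRPV1-expressing cells were cultured overnight at 35.5C and loaded with Fluo-8 calcium dye for 40 to 90 min at room temperature. After a 10 s baseline, compound was added and calcium influx was read kinetically for 3 min (ex 480/em 520 nm).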
# Starred values were filed as active, the others as inactive; u = inconclusive; x = no result given; [ ] = dose if it differs, or a comment. Unless noted, the call rests on the fitted dose curve; in most records, active means well fitted curve in the direction sought with a large enough effect; inconclusive means small, poorly fitted or top-dose-only effect, or another doubt; inactive means no such curve, though single readings can be large; an effect the other way counts as inactive or inconclusive.
nr	Structure	KCNH2 3.1 block	Integrin act MD	MBNL1 CUG block	TRPV1 ag	KCNH2 WT inh	AT treatment	GALK inh	FBPA coupling cs	ASM inhibitor	MLL CXXC-DNA inh
1	COc1ccc(C(=O)NCC(c2ccc(F)cc2)N2CCOCC2)cc1S(=O)(=O)N1CCCC1 (stereo not drawn)	-14	3%	2%	-12	17	6%	-3%	-3	0%	-3%
2	CCC(=O)N1CCN(c2ccccc2NC(=O)COc2cccc(C)c2C)CC1	-9	-40%[inhibitor]	-3%	u	-214*	4%	4%	x	1%	-2%
3	Cc1ccc(NC(=O)CSc2nnc(CNC(=O)c3ccccc3F)o2)cc1Cl	15	-23%	-6%	1	2	3%	-2%	x	-1%	u
4	COc1cc(NC(=S)Nc2cccnc2)cc(OC)c1	0	-23%	-3%	-1	-1	2%	1%	0	4%	16%
5	C/C(=N\NC(=O)c1c(Cl)cnn1C)c1ccc(NC(=O)c2ccc(Br)o2)cc1	27	u	11%	-1	0	0%	4%	x	34%	-6%
6	COC(=O)C1=C(C)N(C)C(=O)NC1c1c(O)ccc2ccccc12 (stereo not drawn)	-4	-5%	-5%	-3	-15	5%	1%	-1	1%	9%
7	COc1ccc(S(=O)(=O)N2CCN(C(=O)CN3C(=O)NC(C)(C)C3=O)CC2)cc1	-4	1%	x	-1	7	-6%	x	x	-2%	x
8	CN(C)CCCN(C(=O)c1ccc(Br)s1)c1nc2cc3c(cc2s1)OCO3	-7	-40%	-23%	-1	21	0%	2%	-1	-4%	43%[activator]
9	Cc1oc(-c2ccccc2)nc1C(=O)Nc1nccs1	4	0%	23%	u	4	9%	-4%	0	2%	6%
10	CC(=O)Nc1ccc(NC(=O)c2ccc(Cl)nc2)cc1	20	4%	-7%	2	-7	-1%	-2%	0	2%	1%
11	O=C(CN1CCCSc2ccccc21)N1CCN(S(=O)(=O)c2cccc(F)c2)CC1	-8	16%	x	27	-2	31%	x	x	3%	x
12	O=C(c1cccc(NS(=O)(=O)c2ccc(F)c(F)c2)c1)N1CCN(C(c2ccccc2)c2ccccc2)CC1	-32	14%	-3%	6	-4	-4%	0%	2	-11%	-12%
13	CCOC(=O)c1c(C)n(C)c2cc(Br)c(OC)cc12	4	8%	-1%	13	-3	-1%[11.5 µM]	2%	3	-18%	9%
14	Cc1ccc(C)c(OCCC(=O)OCC(=O)NC(=O)NCc2ccccc2)c1	8	0%	x	6	5	-1%	x	x	0%	x
15	COc1ccc(NC(=O)CC2SC(N3CCOCC3)=NC2=O)c(OC)c1 (stereo not drawn)	20	-45%	x	-2	22	5%	x	x	-1%	x
16	CCn1c(SCC(=O)O)nnc1-c1cccnc1	-30	-13%	-6%	0	-6	-2%	-1%	2	-3%	1%
17	CCOc1ccc(-n2c(Cc3cc(=O)[nH]c(=O)[nH]3)nnc2SCC(N)=O)cc1	12	10%	-12%	3	27	0%	1%	2	12%	7%
18	COc1ccc(NC(=O)CSc2c(C)n[nH]c2C)cc1	24	13%[7.66 µM]	-2%	-1	2	3%	0%	-1	3%	3%
19	O=C(NCCc1ccccc1)c1ccc2c(c1)S(=O)(=O)c1ccccc1C2=O	3	12%	x	x	13	x	x	x	-12%	x
20	COc1ccc(Cl)cc1NC(=O)CN1c2ccccc2CC1C (stereo not drawn)	-5	u	-1%	18	1	7%	-2%	0	-4%	2%
21	CC(C)OC(=O)Nc1ccc2c(c1)N(C(=O)CCN1CCN(CCO)CC1)c1ccccc1CC2	12	7%	u	-7	1	-2%[11.5 µM]	2%	-3	1%	2%
22	CCC1CCCCN1Cc1nc2c(c(=O)n(C)c(=O)n2C)n1CC(C)C (stereo not drawn)	15	-8%	0%	21	15	1%	0%	0	-2%	11%
23	Cc1ccc(C(=O)N/N=C/c2ccc(-c3cccc(Cl)c3)o2)cn1	-3	-23%	x	x	-6	2%	-5%	0	61%[activator]	6%
24	Nc1nonc1-n1nnc(C(=O)N/N=C/c2cccc(Cl)c2)c1-c1cccs1	-16	6%	10%	-3	1	10%	3%	x	-10%	-2%
25	NS(=O)(=O)c1ccc(N/C=C\C(=O)c2cccc3ccccc23)cc1	-25	11%	x	-1	22	-1%	0%	0	45%[activator]	-7%
26	Cc1cccc2c1CCCC2=O	33	10%	x	x	-8	x	x	x	4%	x
27	Cc1cccc(N2CCN(C(c3ccccc3)c3nnnn3C(C)(C)C)CC2)c1C (stereo not drawn)	-16	-29%	5%	-2	3	0%	-1%	1	-2%	5%
28	O=C(CN1CCC(NC(=O)c2ccc(Br)cc2)CC1)NCc1cccs1	-3	0%	-4%	-1	x	-5%	4%	5	3%	-7%
29	COc1ccc(N2C(=O)CC(Sc3n[nH]c(-c4cccc(C)c4)n3)C2=O)cc1 (stereo not drawn)	0	0%	1%	-4	2	-3%	4%	-18	-1%	-1%
30	COc1cc2[nH]c(=O)n(CCC(=O)N3CCN(Cc4ccc5c(c4)OCO5)CC3)c(=O)c2cc1OC	0	u	x	-1	0	1%	1%	2	8%	13%

# Reformatted as labelled records: entries from further up.
[25] NS(=O)(=O)c1ccc(N/C=C\C(=O)c2cccc3ccccc23)cc1
- KCNH2 3.1 block = -25
- Integrin act MD = 11%
- MBNL1 CUG block = x
- TRPV1 ag = -1
- KCNH2 WT inh = 22
- AT treatment = -1%
- GALK inh = 0%
- FBPA coupling cs = 0
- ASM inhibitor = 45%[activator]
- MLL CXXC-DNA inh = -7%
[26] Cc1cccc2c1CCCC2=O
- KCNH2 3.1 block = 33
- Integrin act MD = 10%
- MBNL1 CUG block = x
- TRPV1 ag = x
- KCNH2 WT inh = -8
- AT treatment = x
- GALK inh = x
- FBPA coupling cs = x
- ASM inhibitor = 4%
- MLL CXXC-DNA inh = x
[27] Cc1cccc(N2CCN(C(c3ccccc3)c3nnnn3C(C)(C)C)CC2)c1C (stereo not drawn)
- KCNH2 3.1 block = -16
- Integrin act MD = -29%
- MBNL1 CUG block = 5%
- TRPV1 ag = -2
- KCNH2 WT inh = 3
- AT treatment = 0%
- GALK inh = -1%
- FBPA coupling cs = 1
- ASM inhibitor = -2%
- MLL CXXC-DNA inh = 5%
[28] O=C(CN1CCC(NC(=O)c2ccc(Br)cc2)CC1)NCc1cccs1
- KCNH2 3.1 block = -3
- Integrin act MD = 0%
- MBNL1 CUG block = -4%
- TRPV1 ag = -1
- KCNH2 WT inh = x
- AT treatment = -5%
- GALK inh = 4%
- FBPA coupling cs = 5
- ASM inhibitor = 3%
- MLL CXXC-DNA inh = -7%

# (listing goes on)
nr	Structure	KCNH2 3.1 block	Integrin act MD	MBNL1 CUG block	TRPV1 ag	KCNH2 WT inh	AT treatment	GALK inh	FBPA coupling cs	ASM inhibitor	MLL CXXC-DNA inh
31	Cc1ccc(Cl)cc1NC(=O)C1CCCN1S(=O)(=O)c1ccc(-c2ccc(=O)[nH]n2)s1 (stereo not drawn)	14	0%	u	u	-1	4%	-7%	-2	-20%	67%[activator]
32	CSCc1ccc(C(=O)NCCSc2ccc(Br)cc2)cc1	5	18%	-5%	u	19	-3%	6%	x	-14%	1%
33	Fc1ccccc1COc1ccc(Br)cc1CNCc1ccncc1	-44	-23%	-7%	-2	27	x	0%	-5	2%	-20%
34	O=C(Nc1sc2c(c1C(=O)O)CCC2)c1ccc(F)cc1	1	4%	7%	-6	0	4%	1%	1	3%	-6%
35	C[C@@H](OC(=O)c1[nH]cnc1C(=O)NCc1ccc(CNC(=O)OC(C)(C)C)cc1)c1ccccc1	-9	-16%	x	x	-2	-12%	x	x	-1%	x
36	COc1ccc(N(CC(=O)NCc2ccco2)S(C)(=O)=O)c(OC)c1	-35	-20%	-2%	-1	-6	-2%	3%	0	2%	-3%
37	Cc1ccc2c(c1)N(CC(=O)N1CCC(O)CC1)C(=O)CO2	1	-3%	-2%	2	13	3%	14%	0	-2%	40%[activator]
